Screens from PubChem.
D1 ag = human D1 receptor agonism. P21728. activation, % at 2 µM. HEK293 T-REx D1 cells, calcium flux, agonist mode. hit rate 1% among 360,000; in the data active = activation above about 30%; note: 0% is about no effect
Target sequence (P21728 whole entry, looked up): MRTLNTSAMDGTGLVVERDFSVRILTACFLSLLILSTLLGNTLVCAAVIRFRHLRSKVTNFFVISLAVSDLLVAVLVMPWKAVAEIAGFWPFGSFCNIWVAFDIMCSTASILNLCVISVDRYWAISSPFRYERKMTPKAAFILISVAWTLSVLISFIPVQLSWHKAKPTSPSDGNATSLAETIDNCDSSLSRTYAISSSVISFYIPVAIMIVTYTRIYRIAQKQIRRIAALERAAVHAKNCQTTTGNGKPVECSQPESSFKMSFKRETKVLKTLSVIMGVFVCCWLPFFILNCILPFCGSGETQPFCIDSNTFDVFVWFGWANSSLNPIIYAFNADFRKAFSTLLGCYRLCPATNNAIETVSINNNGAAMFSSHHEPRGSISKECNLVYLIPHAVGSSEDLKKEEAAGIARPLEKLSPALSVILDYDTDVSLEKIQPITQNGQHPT
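Tetracycline-induced HEK293 TREx D1 cells, force-coupled to calcium signalling, were dye-loaded with a no-wash calcium kit. Compound was pin-added after a 10 s baseline. Fluorescence was read kinetically at 1 cycle/s for 180 s, with calcium rises flagged as agonism.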
D1 antag = human D1 dopamine receptor antagonism | P21728 | activity change, negative = inhibition, % at 10 µM | hit rate 3.2% among 360,000 | HEK293 TREx D1 cells, calcium flux, dopamine EC80; hits give low values; in the data active = activity change below about -30%; note: % is set by controls: 0 for no effect and ±100 for the full control effect
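Cells carrying a force-coupled, tetracycline-inducible human D1 receptor report calcium flux. Each well gets a 10 s baseline, compound with 180 s monitoring, then an EC80 dopamine stimulus with a second 180 s kinetic read.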
D2 potentiator = D2 dopamine receptor (human) potentiation. potentiation, % at 10 µM. P14416. hit rate 0.34% among 340,000. HEK293 T-REx D2, calcium flux, EC20 dopamine potentiation;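 active = potentiation over 3 SD above the plate norm, cut at about 30% in these data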; note: 0% is about no effect
Target sequence (P14416 whole entry, looked up): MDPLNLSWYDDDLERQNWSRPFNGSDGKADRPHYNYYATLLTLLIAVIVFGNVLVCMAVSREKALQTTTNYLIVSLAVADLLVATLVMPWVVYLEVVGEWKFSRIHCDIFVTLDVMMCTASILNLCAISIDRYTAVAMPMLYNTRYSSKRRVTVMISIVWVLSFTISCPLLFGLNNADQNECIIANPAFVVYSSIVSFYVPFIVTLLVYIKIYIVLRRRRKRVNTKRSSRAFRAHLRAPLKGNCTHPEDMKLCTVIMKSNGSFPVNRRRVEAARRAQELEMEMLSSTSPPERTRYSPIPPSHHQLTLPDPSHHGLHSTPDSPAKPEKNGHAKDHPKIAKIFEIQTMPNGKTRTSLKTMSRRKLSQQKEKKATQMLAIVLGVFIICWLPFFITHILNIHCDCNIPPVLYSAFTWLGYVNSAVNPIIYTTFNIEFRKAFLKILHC
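Potentiation of an EC20 dopamine calcium response is measured in a force-coupled, tetracycline-inducible Hek293 Trex D2 line. Compound-only kinetic reads over 180 s flag agonists before dopamine addition.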
D1 potentiator = potentiators of human D1 dopamine receptor. potentiation, % at 10 µM. AID 504651. HEK293 TREx D1 cells, calcium flux, dopamine EC20 potentiation. hit rate 0.036% among 360,000; in the data active = potentiation above about 30%; note: 0% is about no effect
Vif-A3G inh = Vif-A3G binding inhibition | Q9HC16 | HeLa A3G-eYFP + Vif (tagged APOBEC3G with the HIV-1 protein that degrades it), YFP fluorescence, overnight | Potency, µM (highest dose often 46.1 µM), for inactives: at the top dose activity, negative = active, usual class: inhibitors | hit rate 0.076% among 410,000 | AID 602310;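 note: potency is the fitted concentration of half-maximal effect; % is set by controls: 0 for no effect and ±100 for the full control effect; nearly all actives have a fitted effect of over 60% in size; hits raise eYFP signal because A3G escapes Vif-driven loss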
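Read-out is eYFP fluorescence (Ex 488/Em 500-530) from Vif-expressing HeLa A3G-eYFP cells; more signal means A3G escaped Vif-mediated degradation. Cells plated overnight, compound pinned in, incubated overnight at 37 deg C.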
RXFP1 agonist = activates the human relaxin receptor RXFP1; hit rate 0.3% among 370,000; Potency, µM (titrated, usually from 57.5 µM), without a hit: top-dose activation, actives largely listed as activators; Q9HBX9; HEK293T-RXFP1 cAMP TR-FRET, 30 min; response scale: percent of porcine relaxin response, buffer zero; note: potency is the fitted concentration of half-maximal effect; % is set by controls: 0 for no effect and ±100 for the full control effect; nearly all actives have a fitted effect of over 60% in size; many of its hits are not listed in these tables
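HEK293 cells stably expressing RXFP1, treated 30 min at 37C with compounds plus PDE4 inhibitor Ro 20174; cAMP measured by HTRF TR-FRET. Normalized to buffer and 29 nM porcine relaxin; EC50 by Hill fit.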
LDHA block = inhibitors of human lactate dehydrogenase A; activity change, % (values are at about 110 or 230 µM); AID 1347041; hit rate 0.15% among 480,000; P00338; purified LDHA, NADH/diaphorase-resazurin fluorescence; hits give low values; in the data active = activity change below about -30%; inconclusive = mostly about -25% to -30%;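 note: plate controls were DMSO wells for no effect and wells without enzyme for full effect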
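Remaining NADH was detected by diaphorase (0.133 mg/mL) converting 37 µM resazurin to fluorescent resorufin, read at 0 and 20 minutes. The preceding 5-minute room-temperature reaction used 2 nM LDHA, 0.2 mM sodium pyruvate and 0.06 mM NADH at pH 7.4.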
Vif-APOBEC3F blk = inhibitors of Vif-A3F interaction; HeLa A3F-eYFP + Vif (tagged APOBEC3F with the HIV-1 protein that degrades it), YFP fluorescence increase; Potency, µM (top dose mostly 46.1 µM), for the others: top-dose activity, negative = active; hit rate 0.2% among 390,000; note: potency is the fitted concentration of half-maximal effect; % of control where 0% means no effect; nearly all actives have a fitted effect of over 65% in size
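HeLa cells stably expressing Vif plus C-terminally eYFP-tagged A3F were seeded, incubated overnight at 37 deg C, dosed with compound, incubated overnight again at 37 deg C. Yellow fluorescence (Ex 488/Em 500-530) reported blocked Vif-mediated A3F-eYFP degradation.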
Glioma ERSR ind = ER stress response induction in glioma. hit rate 0.02% among 420,000. Potency, µM, for the others: at the top dose activation, actives largely listed as activators. U87-MG GRP78 promoter luciferase reporter, 16 h; note: potency is the fitted concentration of half-maximal effect; series mostly up to about 76 µM; % of control where 0% means no effect; nearly all actives have a fitted effect of over 35% in size
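ERSR induction read as luciferase luminescence (Bright-Glo, 10 min at room temperature) in stably transfected human U87-MG glioma cells exposed to compounds for 16 h, using GRP78 as sensor.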
Numbers without * were called inactive; ? = inconclusive; · = no result given; & = joins results of further samples. Unless noted, calls come from the whole dose curve; as a rule, active = well fitted curve in the direction sought with a large enough effect; inconclusive = small, poorly fitted or top-dose-only effect, or another doubt; inactive = no such curve, though single readings can be large; an effect the other way counts as inactive or inconclusive. These rows are one share of the data, so the mix of outcomes need not match the whole.

A first look:
Below each compound: D1 ag | D1 antag | D2 potentiator | D1 potentiator | Vif-A3G inh | RXFP1 agonist | LDHA block | Vif-APOBEC3F blk | Glioma ERSR ind
- Cc1ccc(S(=O)(=O)Nc2ccccc2CNc2c(C)n(C)n(-c3ccccc3)c2=O)cc1
→ 7 | -7 | -16 | -4 | 0% | 1.0% | -10 | -2% | -6%
- CCOC(=O)C1(Cc2ccc(Cl)cc2)CCN(C(=O)c2cnc(C)cn2)CC1
→ 2 | 7 | 4 | -8 | 5% | 2.6% | -7 | 2% | 0%
- CNS(=O)(=O)c1cccc(C(=O)OCc2cc(=O)oc3c(C)c(O)ccc23)c1
→ 3 | -9 | -2 | -8 | -1% | 1.9% | -5 | 10% | 0%
- COC(=O)CC1c2cc(OC)c(OC)cc2CCN1C(=O)Nc1ccc(C)cc1Cl (configuration not stated)
→ 15 | -13 | 1 | 0 | -1% | 0.3% | 6 | -1% | 0%
- COc1ccc(/C=C(/C(=O)Nc2ccccc2C(=O)N2CCCC2)c2ccccc2)cc1
→ 3 | 6 | 1 | -2 | 0% | 2.2% | -3 | -5% | -3%
- COc1ccc(C(C(=O)NC2CCCCC2)N(C(=O)c2ccco2)c2ccccc2C(C)=O)cc1OC (configuration not stated)
→ 4 | 11 | 14 | 5 | 1% | -1.1% | -10 | -3% | -3%
- Cc1csc(NC(=O)CSc2nc(C(C)C)nc3c2c(=O)n(C)c(=O)n3C)n1
→ 2 | 3 | 2 | -2 | -3% | 0.6% | -1 | -1% | 0%
- Cc1ccc(NC(=O)COC(=O)c2cccnc2Cl)cc1S(=O)(=O)N1CCOCC1
→ · | · | · | · | 0% | · | -10 | -5% | -4%
- Cc1nn(C)c(Oc2ccccc2)c1[N+](=O)[O-]
→ -1 | · | -7 | -2 | -7% | -0.2% | 0 | 3% | -2%
- COc1ccc([C@H]2CC(=O)C=C(c3ccc(C)cc3)C2)cc1
→ 1 | · | -8 | 7 | -2% | -1.5% | 5 | ? | 1%

Main list, previewed entries included:
Below each compound: D1 ag | D1 antag | D2 potentiator | D1 potentiator | Vif-A3G inh | RXFP1 agonist | LDHA block | Vif-APOBEC3F blk | Glioma ERSR ind
- Cc1ccc(S(=O)(=O)Nc2ccccc2CNc2c(C)n(C)n(-c3ccccc3)c2=O)cc1
→ 7 | -7 | -16 | -4 | 0% | 1.0% | -10 | -2% | -6%
- CCOC(=O)C1(Cc2ccc(Cl)cc2)CCN(C(=O)c2cnc(C)cn2)CC1
→ 2 | 7 | 4 | -8 | 5% | 2.6% | -7 | 2% | 0%
- CNS(=O)(=O)c1cccc(C(=O)OCc2cc(=O)oc3c(C)c(O)ccc23)c1
→ 3 | -9 | -2 | -8 | -1% | 1.9% | -5 | 10% | 0%
- COC(=O)CC1c2cc(OC)c(OC)cc2CCN1C(=O)Nc1ccc(C)cc1Cl (configuration not stated)
→ 15 | -13 | 1 | 0 | -1% | 0.3% | 6 | -1% | 0%
- COc1ccc(/C=C(/C(=O)Nc2ccccc2C(=O)N2CCCC2)c2ccccc2)cc1
→ 3 | 6 | 1 | -2 | 0% | 2.2% | -3 | -5% | -3%
- COc1ccc(C(C(=O)NC2CCCCC2)N(C(=O)c2ccco2)c2ccccc2C(C)=O)cc1OC (configuration not stated)
→ 4 | 11 | 14 | 5 | 1% | -1.1% | -10 | -3% | -3%
- Cc1csc(NC(=O)CSc2nc(C(C)C)nc3c2c(=O)n(C)c(=O)n3C)n1
→ 2 | 3 | 2 | -2 | -3% | 0.6% | -1 | -1% | 0%
- Cc1ccc(NC(=O)COC(=O)c2cccnc2Cl)cc1S(=O)(=O)N1CCOCC1
→ · | · | · | · | 0% | · | -10 | -5% | -4%
- Cc1nn(C)c(Oc2ccccc2)c1[N+](=O)[O-]
→ -1 | · | -7 | -2 | -7% | -0.2% | 0 | 3% | -2%
- COc1ccc([C@H]2CC(=O)C=C(c3ccc(C)cc3)C2)cc1
→ 1 | · | -8 | 7 | -2% | -1.5% | 5 | ? | 1%
- Cc1cccc(NC(=O)CSc2nc(COc3ccccc3)nc3ccccc23)c1C
→ 2 | 6 | · | 1 | -7% | ? | -8 | -20% | -4%
- ClC(Cl)(Cl)c1nc2ccccc2n2nncc12
→ -2 | -5 | 9 | -3 | -22% | 14% | -9 | -3% | -18%
- O=C(CCc1nc2sc3c(c2c(=O)[nH]1)CCCC3)Nc1cccc(Cl)c1
→ 1 | -3 | 2 | -7 | -11% | 9.4% | 1 | -10% | 0%
- CCOc1cc(NC(=O)c2cccs2)c(OCC)cc1NC(=O)CCC(=O)NCCN1CCOCC1
→ 2 | 8 | -4 | -4 | -12% | -0.4% | 1 | 10% | -3%
- COc1ccc(CCN2C(=O)NC(NC(=O)CCc3ccccc3)(C(F)(F)F)C2=O)cc1OC (configuration not stated)
→ 0 | 1 | 3 | 0 | 2% | -2.6% | -7 | 8% | -3%
- COc1ccc(CNC(=O)CN2C(=O)CC(c3ccc(C)c(C)c3)=Nc3ccccc32)cc1
→ 4 | 5 | 1 | -4 | -1% | -1.6% | -2 | 3% | 2%
- Cc1ccc(C23CC4CC(CC(NC(=O)N5CCN(C)CC5)(C4)C2)C3)cc1
→ 18 | 0 | -11 | -3 | 0% | 0.4% | -3 | 2% | -6%
- COCCCNC(=O)C1CCN(S(=O)(=O)N(CC(C)C)CC(C)C)CC1
→ 5 | -22 | -4 | -9 | 2% | 3.7% | -7 | -6% | -5%
- O=C(NNC(=O)c1ccc(NC(=O)c2ccccc2)cc1)c1ccc(F)cc1
→ 4 | -67* | 5 | -3 | -2% | 17% | -4 | -3% | -1%
- Cc1ccc(C2=NN(CCC(=O)NCCC(C)C)C(=O)CC2)cc1
→ 0 | -15 | -8 | -3 | · | 0.6% | · | · | ·
- CCOc1ccc(C2c3c(oc4cc(C)c(C)cc4c3=O)C(=O)N2c2ccccn2)cc1 (configuration not stated)
→ 0 | 5 | 2 | -2 | 0% | -3.0% | -4 | -7% | 0%
- CCOC(=O)c1[nH]c(=O)[nH]c1COC(=O)c1cc2ccccc2o1
→ 1 | 2 | 0 | 10 | 0% | 2.4% | -4 | 1% | -4%
- CCOc1ccc(Br)cc1C(=S)N1CCCC1
→ 1 | -12 | 12 | 11 | -1% | -4.7% | -3 | 1% | -1%
- O=C(O)C1Cc2ccccc2CN1C(=O)COc1ccc(Cl)cc1Cl (configuration not stated)
→ 4 | -6 | 1 | -4 | -2% | 3.5% | -8 | -4% | -8%
- CCN1CCN(C2CCCCC2NS(=O)(=O)c2ccccc2)CC1 (configuration not stated)
→ 1 | 23 | -8 | 0 | -1% | 2.5% | -2 | -1% | -1%
- CCN(CC)CCCNC(=O)Cn1ncc2c(=O)oc3ccc(C)cc3c21
→ 4 | -3 | -18 | · | 3% | 0.4% | 1 | 8% | -2%
- COc1ccc(CC(=O)NNC(=O)CSc2nnc(C)n2-c2ccccc2)cc1
→ 3 | -3 | 3 | 0 | 0% | 0.3% | -7 | 9% | -5%
- CC(=O)c1ccc(OCC(O)CN2CCCC(C)C2)cc1 (configuration not stated)
→ 1 | 6 | 5 | -1 | 4% | 0.0% | -1 | -6% | -5%
- O=C(/C=C/c1cc([N+](=O)[O-])ccc1OC(F)F)Nc1cccc([N+](=O)[O-])c1
→ 10 | -9 | -7 | -11 | -3% | 4.2% | 0 | 2% | -4%
- O=C(Nc1cccc(S(=O)(=O)NC2=NCCC2)c1)c1cnc(Cl)c(Cl)c1
→ 2 | 5 | -7 | · | -14% | 0.4% | -1 | -3% | 2%

(further entries)
Below each compound: D1 ag | D1 antag | D2 potentiator | D1 potentiator | Vif-A3G inh | RXFP1 agonist | LDHA block | Vif-APOBEC3F blk | Glioma ERSR ind
- CS(=O)(=O)NCCNc1ccc(Cl)cc1[N+](=O)[O-]
→ 1 | -4 | 0 | -6 | -6% | -1.5% | 1 | -1% | 2%
- CC(C)(C)OC(=O)N[C@@H](Cc1ccccc1)C(=O)N[C@@H](CO)[C@H](O)[C@@H]1C[C@@H]1C(=O)NC1CC1
→ 1 | 15 | 0 | 0 | 0% | -3.0% | -2 | 5% | -6%
- CCc1ccc(-c2nc(CS(=O)CC(=O)NCCCN3CCOCC3)c(C)o2)cc1 (configuration not stated)
→ 4 | -11 | 10 | 0 | -6% | 1.9% | -3 | 2% | -14%
- Cc1ccc(CNC(=O)CCS(=O)(=O)c2ccc3c(c2)CC(C)N3C(=O)C2CC2)o1 (configuration not stated)
→ 0 | -14 | 2 | -2 | -14% | 1.7% | -4 | -12% | -3%
- COc1ccc(C2N(c3cccc(Cl)c3)C(=O)C3CCCN32)cc1 (configuration not stated)
→ 3 | -2 | -14 | 3 | 0% | -0.9% | -4 | -2% | -2%
- CC(C)c1ccc(-c2csc(NC(=O)c3cccs3)c2C(=O)O)cc1
→ 2 | 17 | · | -2 | 5% | 2.7% | -3 | -4% | ?
- CC(=O)c1ccccc1Oc1ncnc(N)c1[N+](=O)[O-]
→ 2 | 2 | 0 | -8 | -10% | 3.6% | -18 | 6% | 4%
- CCN(CC)S(=O)(=O)c1ccc(N2CC(C(=O)NCCc3c[nH]c4ccccc34)CC2=O)cc1 (configuration not stated)
→ 0 | 1 | 10 | -2 | -8% | 0.3% | -4 | 5% | -4%
- CCCNc1nc2ccccc2n2c(C)nnc12
→ 3 | 11 | 3 | -4 | -2% | ? | -7 | -1% | 2%
- Cc1ccc(C)n1-c1ccc(-c2ccn[nH]2)cc1
→ 2 | -5 | 9 | -1 | -16% | -1.3% | -9 | ? | -3%
- CCCCN(C)CCNC(=O)c1cc(-c2cccnc2)nc2ccc(S(=O)(=O)N3CCC(C)CC3)cc12
→ 0&-1 | 0&9 | 2&13 | -4&0 | 6%&-1% | 0.5%&1.0% | -1&-3 | -23%&0% | -3%&-5%
